Bioassay records (PubChem)
PfHsp90 yeast 2 – growth inhibition of yeast expressing Plasmodium Hsp90; S. cerevisiae expressing PfHsp90, BacTiter-Glo ATP, 48 h; yeast lacking PDR1 and PDR3 efflux regulators; inhibition, % at 9.4 µM; 310,000 tested, 0.32% active; AID 504621;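 active = every replicate shows inhibition above about 80%, whatever the replicate mean, limit read from the data; inconclusive = mean inhibition reaches the set limit but some replicate falls short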;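 note: 0% = DMSO neutral controls and 100% = 20 µM radicicol positive controls; yeast relying on Plasmodium falciparum Hsp90 in place of its own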
cardiac RTF act – cardiac RTF calcium sensitization | P19429+P45379 | IANBD-labeled TnC RTF fluorescence at EC20 calcium; 0% EC20 calcium, 100% full calcium | activation, % at 7.2 µM | 340,000 tested, 0.24% active | AID 493008;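 active = activation above the mean over all tested compounds plus 3 SD, cut at about 30% in these data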;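 note: rise in fluorescence read as greater calcium sensitivity of cardiac thin filaments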
dFosB activator – enhances mouse delta FosB homodimer DNA binding; P13346; purified delta FosB, TAMRA-CDK5 oligo fluorescence polarization; percent of positive-control signal above neutral wells; activation, % at 25 µM; 340,000 tested, 0.99% active; AID 493131;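 active = mean activation above about 17%, with every replicate also reaching it, limit read from the data, passing the limit was not always enough; inconclusive = only one of the two conditions met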;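 note: fluorescence polarization rise as delta FosB binds a TAMRA Cdk5 AP-1 oligo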
Target sequence (P13346 whole entry, looked up): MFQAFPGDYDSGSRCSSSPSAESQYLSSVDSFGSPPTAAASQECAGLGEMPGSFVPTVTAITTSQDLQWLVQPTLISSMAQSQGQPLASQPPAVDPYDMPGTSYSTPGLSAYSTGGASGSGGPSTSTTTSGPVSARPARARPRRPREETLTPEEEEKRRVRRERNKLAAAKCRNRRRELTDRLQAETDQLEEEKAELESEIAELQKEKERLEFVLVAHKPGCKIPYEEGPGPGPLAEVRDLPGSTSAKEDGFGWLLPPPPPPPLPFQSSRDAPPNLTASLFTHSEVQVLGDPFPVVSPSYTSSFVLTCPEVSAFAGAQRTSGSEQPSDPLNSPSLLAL
C-LANA FP – KSHV C-LANA DNA binding inhibition | AID 504423 | MBP-C-LANA/FAM-LBS DNA binding, fluorescence polarization | 340,000 tested, 0.078% active | inhibition, % at 9 µM;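 active = highest replicate inhibition at or above 60% at 9 µM, even if other replicates fall short; inactive = all replicates below 60% inhibition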;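 note: 0% = neutral control wells and 100% = 4 µM acridine orange control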
PvdQ acylase – P. aeruginosa PvdQ acylase inhibition | 340,000 tested, 0.063% active | purified PvdQ acylase, fluorescence plate reader | inhibition, % at 10 µM; in the data active = inhibition above about 30%, passing the limit was not always enough; inconclusive = no clear call, values can overlap the other calls;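 note: 0% = vehicle neutral wells and 100% = reference inhibitor wells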
Mot1-301 SUMO – blocks SUMOylation pathway, rescuing yeast Mot1-301 growth; growth rescue, % at 18.8 µM; 320,000 tested, 1% active; S. cerevisiae Mot1-301 growth rescue, ATP luminescence, 38.5C; percent above DMSO median, 100 means doubled;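 active = every valid replicate shows activation above 250% relative to neutral control wells; inactive = the rest, any valid replicate at or below 250%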;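 note: OY570 slx delta 5 strain wells were the positive control but not used for scaling; some compounds called inactive have numbers as strong as hits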
CDK5 p35 inh – inhibitors of human CDK5/p35 kinase; 330,000 tested, 0.01% active; Q00535+Q15078; inhibition, % at 10 µM; Recombinant CDK5/p35, ADP-Glo luminescence, 60 min; AID 488839;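 active = highest replicate inhibition of at least 50% and at least 75% of replicates reaching 50%; inconclusive = only one of the two criteria met; inactive = both criteria failed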;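 note: plate controls were DMSO neutral control for no effect and GW8510 at 10 µM for full effect; many of its hits are not listed in these tables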
Keap1-Nrf2 PPI – inhibitors of human Keap1-Nrf2 protein-protein interaction; 340,000 tested, 0.15% active; Keap1 Kelch-Nrf2 peptide fluorescence polarization, 1536-well; Q14145; inhibition, % at 9.4 µM; in the data active = inhibition above about 12%; inconclusive = no clear call, values can overlap the other calls; inactive = below about 7.3%;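 note: human Keap1 Kelch domain with fluorescein labeled Nrf2 9mer peptide probe; 0% = neutral control wells and 100% = peptide positive control; higher means more block of Keap1 binding to Nrf2 peptide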
Target sequence (Q14145 whole entry, looked up, the tested form may be a part): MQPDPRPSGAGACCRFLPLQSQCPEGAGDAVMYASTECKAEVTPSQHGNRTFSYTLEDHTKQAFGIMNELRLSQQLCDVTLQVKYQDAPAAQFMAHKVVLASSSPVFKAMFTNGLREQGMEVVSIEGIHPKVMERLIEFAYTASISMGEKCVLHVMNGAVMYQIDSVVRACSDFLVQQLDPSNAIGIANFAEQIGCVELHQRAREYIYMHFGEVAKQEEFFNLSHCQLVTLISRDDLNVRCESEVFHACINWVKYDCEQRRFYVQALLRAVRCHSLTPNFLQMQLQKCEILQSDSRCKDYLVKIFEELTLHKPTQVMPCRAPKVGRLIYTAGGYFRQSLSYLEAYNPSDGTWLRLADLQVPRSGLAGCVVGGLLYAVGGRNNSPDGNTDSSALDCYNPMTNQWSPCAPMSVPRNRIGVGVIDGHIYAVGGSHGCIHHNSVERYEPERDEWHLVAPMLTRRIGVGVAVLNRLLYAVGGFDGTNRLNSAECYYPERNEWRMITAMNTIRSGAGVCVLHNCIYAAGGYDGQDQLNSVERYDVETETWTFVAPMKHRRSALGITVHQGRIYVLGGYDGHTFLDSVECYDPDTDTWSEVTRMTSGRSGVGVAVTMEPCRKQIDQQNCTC
NSD2 HMT inh – inhibitors of human histone methyltransferase NSD2. NSD2 peptide methylation, AlphaScreen, 120 min. inhibition, % at 12.5 µM. 310,000 tested, 0.54% active. O96028; in the data active = inhibition above about 50%
Rtt109 HAT inh – inhibitors of Candida albicans Rtt109/Vps75 histone acetyltransferase; purified Rtt109/Vps75, ThioGlo CoA-SH fluorescence, 4 h; 330,000 tested, 0.16% active; AID 540336; inhibition, % at 34.9 µM; Q5AAJ8;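 active = inhibition of at least 50% in every replicate; inconclusive = best replicate reaches 50% inhibition but some replicates fall short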
RTF Ca sens inh – cardiac RTF calcium desensitization | P19429+P45379 | IANBD-labeled cardiac RTF, Ca2+ fluorescence | inhibition, % at 7.15 µM | 340,000 tested, 0.12% active;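 active = inhibition above the mean inhibition of all tested compounds plus 3 SD, cut at about 17% in these data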;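 note: assay run at fixed EC70 calcium of 1.6 mM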
The depositor's hits bear a star; u = inconclusive; x = not tested or not shown.

SMILES	PfHsp90 yeast 2	cardiac RTF act	dFosB activator	C-LANA FP	PvdQ acylase	Mot1-301 SUMO	CDK5 p35 inh	Keap1-Nrf2 PPI	NSD2 HMT inh	Rtt109 HAT inh	RTF Ca sens inh
O=C(NCCO)c1ccc(-c2nnc(N3CCOCC3)c3ccccc23)cc1	25	-4	-6	0.6	3	1	0.0	-1	-6	2	0
COc1cccc(C2(C)NC(=O)N(CC(=O)c3cc(C)n(C4CC4)c3C)C2=O)c1 (configuration not stated)	7	4	-8	0.4	-13	-13	-3.4	-1	6	4	-13
C#CCn1ccc(O)c(Cc2c(F)cccc2Cl)c1=O	-19	6	-6	-0.9	-10	173	-5.0	-7	-2	2	-5
CC(C)(C)NC(=O)NC(=O)Cn1cc(C(F)(F)F)ccc1=O	x	10	-9	0.5	-5	0	-1.7	-2	-3	4	3
CCN(CC)C(=O)[C@H]1CC(CC(=O)NCCCn2ccnc2)C(=O)N2CCc3c([nH]c4ccccc34)[C@]12C (some centres not stated)	-14	1	-5	1.4	-18	0	-0.6	-5	x	-9	-1
CN(C)C(=O)c1cn(-c2ccccc2)nc1-c1cc2ccccc2o1	33	6	-9	0.5	-13	231	-10.0	0	-4	-11	2
CCN(CC)Cc1c(O)ccc2c(=O)c(Oc3ccccc3OC)coc12	-21	4	-2	0.2	-2	x	-0.8	-5	1	-89	0
Cc1ccc(OCC(=O)Nc2ccccc2N2CCCC2)c(C)c1	-22	-1	-3	-0.4	-26	51	-1.3	-3	0	x	1
CCCNc1c(NS(=O)(=O)c2ccc(C3CCCCC3)cc2)c(=O)oc2ccccc12	-9	-7	82*	0.3	0	-3	0.2	1	-1	3	4
COc1ccccc1C(=O)NCC(=O)NCCCN1CCOCC1	x	-1	-2	-0.8	-7	-10	0.6	1	-8	-2	-10
C=CCN1C(=O)c2oc3ccccc3c(=O)c2C1c1ccc(O)c(OC)c1 (configuration not stated)	3	2	4	0.3	-11	131	1.5	2	x	0	-9
CCC(Sc1nc2ccccc2c(=O)n1CC1CCCO1)C(=O)NCc1cccnc1 (configuration not stated)	x	-1	3	0.1	-14	21	-1.6	-4	-1	4	0
C=CCc1cc(C)ccc1OCCOCCN1CCN(C)CC1	10	-4	-2	-0.9	6	-3	-1.0	-2	4	3	2
CCOC(=O)C(=O)Cc1nc2ccccc2s1	27	0	10	0.8	0	9	0.5	0	-2	4	-1
N#CCc1ccc(NC(=O)/C=C/c2ccc([N+](=O)[O-])o2)cc1	2	4	-7	1.0	-4	x	1.6	-3	0	1	-15
O=C(Nc1c2c(nn1-c1ccc(Cl)cc1)CS(=O)(=O)C2)C1CC1	-1	2	0	1.3	-2	9	-1.0	-2	-2	-5	-2
O=c1cccc2c1c1cc[nH]c3ccc(=O)n2c31	x	-1	0	-1.7	-8	1	3.0	-3	x	4	-1
CNCc1cn2cc(Cl)ccc2n1	9	-1	-7	1.7	-11	5	1.3	0	17	5	-28
COCCN1CCN(C(=O)c2cc(COc3ccc(Cl)cc3OC)on2)CC1	7	4	-11	0.1	4	6	-0.2	-3	-1	1	-8
COc1ccc(-c2c[n+]3c(n2-c2ccccc2)CCCCC3)cc1	-13	-1	-4	1.6	-9	-22	1.2	3	-2	-3	-3
Cc1ccccc1-n1c(=O)cc(N2CC(C)OC(C)C2)[nH]c1=O (configuration not stated)	0	2	6	-0.2	-10	-10	-0.1	-1	1	-1	-8
Cc1ccccc1C(=O)Nc1ccc2nc3n(c(=O)c2c1)CCCC3	4	-3	-5	1.0	-5	2	-3.9	-2	37	1	-6
Cc1ccc(C2=NCCNC2=O)c(C)c1	-3	2	-3	-2.0	16	-8	0.5	3	-1	11	3
COc1cccc(-c2nc(CS(=O)(=O)CC(=O)NCCc3ccc(OC)c(OC)c3)c(C)o2)c1	-1	6	-14	1.2	-16	-4	1.7	-3	-3	-9	8
CC(C)N(C)C1CCN(C(=O)Nc2ccc(Cl)c(Cl)c2)CC1	18	0	-8	1.2	-10	-4	-1.8	-1	23	-14	-12
CCC(C)NS(=O)(=O)c1ccc(NS(=O)(=O)c2ccc(F)cc2)cc1 (configuration not stated)	x	-3	1	0.2	8	-10	0.0	-5	7	3	-3
Cc1ccccc1C(=O)/C=C1/c2ccccc2CC(C)(C)N1C	x	-1	-4	-0.4	-8	-4	0.0	-3	22	8	-8
CCc1ccc(CCC(=O)Nc2nnc(CC)s2)o1	x	4	-1	-1.5	10	-6	0.2	-1	0	1	1
CCn1nccc1C(=O)Nc1cccc(C)c1C	-6	-2	-5	1.7	-15	7	-0.3	4	-3	1	-5
CCOc1ccc(CN2CCNC(=O)C2CC(=O)N(C)CC2CCOCC2)cc1 (configuration not stated)	12	0	-2	1.1	7	-5	-1.3	-5	2	9	-13
COCC(C)n1c(C)cc(C(=O)COC(=O)/C=C/c2cccc(F)c2)c1C (configuration not stated)	-3	1	-12	-0.3	-13	-30	-1.0	-7	2	16	-1
COc1ccccc1C(=O)Nc1ccc(Cc2ccncc2)cc1	8	-5	-5	-0.6	-6	-10	0.4	-3	-1	-2	-12
N#CC1=C(N)C(C#N)(C#N)C(c2ccncc2)C2CN(C(=O)OCc3ccccc3)CC=C12 (configuration not stated)	16	7	7	1.4	-13	-2	-3.2	-11	5	-91	1
CC(=O)c1sc(N/N=C\c2ccccc2O)nc1C	-1	5	-3	-0.9	9	-13	0.0	2	0	-5	0
CSCCC(=O)NC1CC(C)(C)Cc2c1cnn2-c1ccccc1C (configuration not stated)	19	-3	-6	0.1	-12	196	-1.0	-2	-1	2	-4
COc1cccc(CNC(=O)CS(=O)(=O)Cc2nc(-c3ccc(C)cc3)oc2C)c1OC	9	3	-10	-0.9	10	-8	1.6	-1	x	19	-2
O=C(CCc1ccccc1)NNC(=O)Nc1cccc(Cl)c1	0	1	0	0.5	-2	-5	1.1	-4	-4	-1	-11
COc1ccc(Cl)cc1NC(=O)COC(=O)Cc1cccs1	7	-6	4	0.8	-2	4	-0.3	2	-2	14	1
O=C(NNC1=C(C(=O)C(F)(F)F)CCC1)c1ccc(Br)cc1	130*	-17	0	-2.1	11	9	-2.1	-4	3	6	-1
CCCCNC(=O)c1ccc(NC(=O)CC2SC(N3CCCC3)=NC2=O)cc1 (configuration not stated)	-14	-4	3	2.3	2	9	-1.1	1	0	1	0
COC(=O)c1sc(S(=O)(=O)Nc2ccc3cn[nH]c3c2)c(C(=O)OC)c1C	3	-3	-8	2.1	-5	185	0.5	u	-1	-1	-3
Cc1ccc(N/N=C2\CS(=O)(=O)N(C)c3ccsc32)cc1	-18	2	-18	-1.3	-6	155	0.6	-4	-3	1	3
C=CCc1cc(S(=O)(=O)c2ccc(O)c(CC=C)c2)ccc1O	-8	-12	-6	-1.1	-4	-27	9.8	1	-1	0	-4
CC(NC(=O)CN1C(=O)NC2(CCc3ccccc32)C1=O)c1ccc2c(c1)OCCO2 (configuration not stated)	21	-2	-1	0.0	-13	x	1.0	0	-3	-1	-1
O=C(Cc1ccccc1)Nc1ccccc1N1CCCC1	-33	2	-18	0.0	-6	7	-2.4	-3	2	-5	2
COc1cccc(/C=N/NC(=O)CNC(=O)c2cccnc2)c1O	-62	7	-6	-6.4	-14	-12	0.8	1	-5	6	-5
COc1ccc(C)cc1NC(=O)CN1CCN(S(=O)(=O)c2ccc(F)cc2)CC1	-10	-4	0	2.3	-3	14	-1.6	2	2	-1	-4
COc1cc(/C=C2\S/C(=N/S(=O)(=O)c3ccc(C)cc3)NC2=O)c([N+](=O)[O-])cc1OC	9	3	-8	3.6	12	-9	-0.2	-1	28	29	-7
COc1cc(OC)cc(C(=O)NC(=S)NCCc2ccccc2)c1	-21	-6	-2	-0.5	-8	13	0.1	4	-6	7	1
CCCN1CCC(NC(=O)Cc2ccccc2C)CC1	7	-2	2	0.3	-7	-14	0.1	-4	7	2	0
Cc1cccc(-c2nc3ccc(C(=O)NCCN4CCN(C)CC4)cc3nc2-c2cccc(C)c2)c1	55	-1	-18	0.6	-9	0	-0.4	-6	30	5	-7
COc1cc2c(c(OC)c1OC)-c1ccc(SC)c(=O)cc1C(NC=O)CC2 (configuration not stated)	-14	0	-1	-2.5	-7	x	0.6	0	1	-14	-9
COc1ccccc1NC(=O)N1CCCC1C(=O)Nc1nnc(C(C)C)s1 (configuration not stated)	-13	-1	-1	-0.3	-6	119	0.8	2	-1	-14	11

Among those listed so far, 8 contain four or more nitrogen atoms.
SMILES	PfHsp90 yeast 2	cardiac RTF act	dFosB activator	C-LANA FP	PvdQ acylase	Mot1-301 SUMO	CDK5 p35 inh	Keap1-Nrf2 PPI	NSD2 HMT inh	Rtt109 HAT inh	RTF Ca sens inh
O=C(NCCO)c1ccc(-c2nnc(N3CCOCC3)c3ccccc23)cc1	25	-4	-6	0.6	3	1	0.0	-1	-6	2	0
CCN(CC)C(=O)[C@H]1CC(CC(=O)NCCCn2ccnc2)C(=O)N2CCc3c([nH]c4ccccc34)[C@]12C (some centres not stated)	-14	1	-5	1.4	-18	0	-0.6	-5	x	-9	-1
CCC(Sc1nc2ccccc2c(=O)n1CC1CCCO1)C(=O)NCc1cccnc1 (configuration not stated)	x	-1	3	0.1	-14	21	-1.6	-4	-1	4	0
N#CC1=C(N)C(C#N)(C#N)C(c2ccncc2)C2CN(C(=O)OCc3ccccc3)CC=C12 (configuration not stated)	16	7	7	1.4	-13	-2	-3.2	-11	5	-91	1
CCCCNC(=O)c1ccc(NC(=O)CC2SC(N3CCCC3)=NC2=O)cc1 (configuration not stated)	-14	-4	3	2.3	2	9	-1.1	1	0	1	0
COc1cccc(/C=N/NC(=O)CNC(=O)c2cccnc2)c1O	-62	7	-6	-6.4	-14	-12	0.8	1	-5	6	-5
Cc1cccc(-c2nc3ccc(C(=O)NCCN4CCN(C)CC4)cc3nc2-c2cccc(C)c2)c1	55	-1	-18	0.6	-9	0	-0.4	-6	30	5	-7
COc1ccccc1NC(=O)N1CCCC1C(=O)Nc1nnc(C(C)C)s1 (configuration not stated)	-13	-1	-1	-0.3	-6	119	0.8	2	-1	-14	11
